SRC1 TRFRET art: TR-FRET detection interference compounds, primary screen, artefact control for PPARgamma SRC-1 recruitment agonists, biochemical, TR-FRET emission ratio; TR-FRET ratio at 8 µM; TR-FRET detection artefact counter-screen; active compounds read high; 0.34% of 99,000 active; in the data active means TR-FRET ratio above about 2300; further: inactives centre near 1800
SRC3 TRFRET art: TR-FRET detection interference compounds, artefact control for PPARgamma SRC-3 recruitment agonists, biochemical, TR-FRET ratio. TR-FRET artefact counter-screen, PPARgamma/SRC-3 format; active compounds read high. TR-FRET ratio at 8 µM. 0.39% of 99,000 active. AID 1048, 2008; in the data active means TR-FRET ratio above about 2000; further: inactives centre near 1600
Active calls of the source: *.

The line under a structure holds: SRC1 TRFRET art	SRC3 TRFRET art
1: COc1ccc(Nc2cc(Cl)nc(N)n2)cc1
→ 1538	1526
2: CC(C)Oc1ccc(OCCn2c(=S)[nH]c3c(N)ncnc32)cc1
→ 2011	1593
3: CC(=O)c1sc(N/N=C2\CC3CCC2(C)C3(C)C)nc1C (stereo not drawn)
→ 1936	1719
4: O=C(N/N=C/c1cccnc1)c1ccccc1NS(=O)(=O)c1cccs1
→ 1843	1656
5: O=C(Nc1ccccc1C(F)(F)F)c1cc2ncc(CCCl)cn2n1
→ 1885	1658
6: Cc1cc(=O)oc2c(CN3CCN(C)CC3)c(O)c(Cl)cc12
→ 1898	1666
7: COc1ccccc1N1CCN(CC(O)COc2ccc3c(c2)OCO3)CC1 (stereo not drawn)
→ 1613	1502
8: O=C(CSc1nnc(-c2ccco2)c(-c2ccco2)n1)c1ccccc1
→ 1680	1478
9: CN(C)S(=O)(=O)c1ccc(-n2cccc2)cc1
→ 1681	1432
10: COc1cc(NC(=O)Cn2c(=O)n(CC3CCCO3)c(=O)c3ccccc32)cc(OC)c1 (stereo not drawn)
→ 1777	1688
11: CCOCCOC(=O)COC(=O)c1ccccc1NC(=O)c1ccccc1
→ 1734	1461
12: Cc1ccc(-c2nc(CN3CCCCC3c3cccc(F)c3)c(C)o2)o1 (stereo not drawn)
→ 1829	1741
13: CCOC(=O)Cn1c2ccc(F)cc2c2nc(C)sc21
→ 1779	1623
14: Cc1c(NS(=O)(=O)c2ccc(NCC3CCCO3)c([N+](=O)[O-])c2)c(=O)n(-c2ccccc2)n1C (stereo not drawn)
→ 1790	1635
15: CC(C)=Cc1oc2ccc([N+](=O)[O-])cc2c1N1CCOCC1
→ 1573	1529
16: CCOC(=O)c1ccc(N2Cc3ccccc3C2=NC(=O)c2ccncc2)cc1
→ 1824	1593
17: CC1CCN(S(=O)C23CC4CC(CC(C4)C2)C3)CC1 (stereo not drawn)
→ 1846	1863
18: Cc1ccc(S(=O)(=O)NC2CCCCC2)c2nsnc12
→ 1583	1745
19: FC(F)(F)c1ccccc1NC(=S)N1CCN(Cc2ccc3c(c2)OCO3)CC1
→ 1340	1304
20: CS(=O)(=O)N(CC(=O)NC1CCCCC1)Cc1ccc(F)cc1
→ 1801	1444
21: Cc1cc(C)n(CC(=O)N/N=C/c2cccc([N+](=O)[O-])c2)n1
→ 1599	1461
22: S=C(Nc1cccc(Cl)c1Cl)Nn1cnnc1
→ 1717	1708
23: Cc1ccc(S(=O)(=O)NC(=O)COc2ccccc2)cc1
→ 2230	1472
24: O=C1OC(Cc2ccccn2)C(O)=C1C1=NCCCCN1 (stereo not drawn)
→ 1454	1410
25: COC(=O)N/N=C/c1ccccc1Cl
→ 2138	1574
26: O=C(NCCCN1CCOCC1)c1cccc(S(=O)(=O)Nc2cc(Cl)ccc2Cl)c1
→ 1852	1819
27: C=CCN1C(=O)C(CC(=O)O)SC1=Nc1cccc([N+](=O)[O-])c1 (stereo not drawn)
→ 1561	1508
28: COc1cccc(CNC(=O)CCC2CCCN(C(=O)CCC(F)(F)F)C2)c1 (stereo not drawn)
→ 1617	1660
29: COc1ccc(CCN(C)c2ccc(S(=O)(=O)N3CCCC3)cc2[N+](=O)[O-])cc1OC
→ 1626	1532
30: CCN(CC)C(=O)C1=C(C)NC(=S)NC1c1ccc(C)s1 (stereo not drawn)
→ 1923	1703

Random excerpt: two records from the list.
The line under a structure holds: SRC1 TRFRET art	SRC3 TRFRET art
27: C=CCN1C(=O)C(CC(=O)O)SC1=Nc1cccc([N+](=O)[O-])c1 (stereo not drawn)
→ 1561	1508
24: O=C1OC(Cc2ccccn2)C(O)=C1C1=NCCCCN1 (stereo not drawn)
→ 1454	1410

More structures:
The line under a structure holds: SRC1 TRFRET art	SRC3 TRFRET art
31: COc1ccc(C(=O)O/N=C(\N)c2ccncc2)cc1OC
→ 1878	1490
32: CCOC(=O)c1ccc(Oc2nc(N(C)C)nc(N3CCOCC3)n2)cc1
→ 1653	1388
33: Nc1nnc(N)c2ccccc12
→ 1909	1880
34: O=C(Nc1cc2cc([N+](=O)[O-])ccc2oc1=O)c1cccs1
→ 1677	1514
35: CC(=O)c1c(C)[nH]c(C(=O)OCC(=O)Nc2ccc(C)cc2[N+](=O)[O-])c1C
→ 2149	1639
36: O=C(O)CC(NC(=O)c1ccncc1)c1ccccc1 (stereo not drawn)
→ 1818	1533
37: CN1CCc2c(sc3c2c(NCc2ccco2)nc2nnnn23)C1
→ 1602	1477
38: COc1cccc(NC(=O)NC2CCCCC2C)c1 (stereo not drawn)
→ 1864	1378
39: Cc1nc(N)c(Cc2ccccc2F)c(N)n1
→ 1829	1534
40: CC(C)[C@H](NS(=O)(=O)c1ccccc1)C(=O)OCC(=O)Nc1ccccc1Sc1ccccc1
→ 1774	1576
41: O=C(CCC1CCCN(C(=O)c2ccncc2)C1)NCc1ccc(F)c(F)c1 (stereo not drawn)
→ 1720	1577
42: Cc1ccsc1C1C(C#N)=C(N)OC2=C1C(=O)CC(C)C2 (stereo not drawn)
→ 1675	1729
43: CCc1ccc(C2CC(c3ccc(Cl)cc3)n3nc(N)nc3N2)cc1 (stereo not drawn)
→ 1769	1467
44: COCc1[nH]nc2c1C(c1ccccc1F)C(C#N)=C(N)O2 (stereo not drawn)
→ 1827	1520
45: O=C(NN=C1CCCCCCCCCCC1)c1ccccc1F
→ 1810	1478
46: COc1cc(C=O)cc(Br)c1OCC(N)=O
→ 1653	1661
47: Cc1ncc(CO)c(/C=N/NC(=O)c2cc3c(s2)CCCC3)c1O
→ 1810	1546
48: COc1ccccc1C(=O)NC(CCSC)C(=O)OCC(=O)NC(=O)NCc1ccco1 (stereo not drawn)
→ 1999	1493
49: O=C(CN(Cc1cccs1)S(=O)(=O)c1ccc(S(=O)(=O)N2CCCCC2)cc1)Nc1ccccc1
→ 1870	1715
50: O=C(COC(=O)CC1CC2CCC1C2)Nc1cccc(S(=O)(=O)NC2=NCCCCC2)c1 (stereo not drawn)
→ 1771	1555
51: Cc1nn(CC(=O)Nc2ccc(S(=O)(=O)N(C)C)cc2)c(C)c1[N+](=O)[O-]
→ 1721	1569
52: O=C(CCc1ccc(S(=O)(=O)N2CCOCC2)cc1)NN=C1CCCCCCC1
→ 1985	1716
53: O=C(O)Cn1cc(C(=S)N2CCCCC2)c2ccccc21
→ 1659	1432
54: CC(C)N1CCC(N2CCN(Cc3cc4c(cc3Cl)OCO4)CC2CCO)CC1 (stereo not drawn)
→ 1637	1388
55: COc1ccccc1-c1nc2ccccc2nc1-c1ccccc1
→ 1908	1601
56: O=C(COc1ccc(Cl)cc1Cl)Nc1ccccc1NS(=O)(=O)c1cccs1
→ 2077	1567
57: CCC(CC)NC(=O)c1cccc(NC(=O)C(C)C)c1
→ 1893	1600
58: Cc1ccc(NC(=O)/C=C/c2ccc([N+](=O)[O-])s2)c(C)c1
→ 1941	1833
59: COc1cc(CNC(C)C)c(Br)cc1OC1CCCC1
→ 1865	1521
60: Cc1nc2ccccc2n1CC(=O)N/N=C/c1cccnc1
→ 1753	1800
61: C=C(C)Cn1c(C)cc(C)c(S(=O)(=O)c2ccc(C)cc2)c1=O
→ 1528	1512
62: O=S(=O)(c1cccc(C(F)(F)F)c1)N(CCCN1CCOCC1)Cc1cccs1
→ 1796	1637
63: COc1cc(/C=N/NC(=S)Nc2cccc(S(=O)(=O)N(C)C)c2)cc(OC)c1O
→ 2088	1533
64: Cn1cc(CC(=O)NC2CCCCC2)c2ccccc21
→ 1963	1819
65: CC(NC(=O)COC(=O)c1ccc2ccccc2n1)C1CC2CCC1C2 (stereo not drawn)
→ 1826	1542
66: O=C(O)c1nn(-c2cccc(Cl)c2)c(=O)cc1O
→ 1620	1861
67: O=C(NCCc1nnc2ccc(NCc3ccc(F)cc3)nn12)c1ccccc1
→ 1980	1613
68: CC[n+]1c(/C=C/N(C)c2ccccc2)oc2ccc(Cl)cc21
→ 2065	1754
69: COc1ccc(C2CC(c3cccs3)=NN2c2ccccc2)cc1 (stereo not drawn)
→ 1704	1422
70: COc1ccc(CNC(=O)Nc2ccc3c(c2)N(C)C(=O)CS3)cc1
→ 1792	1612
71: CCn1c(C(=O)O)c(CC(=O)NC2CCCCCC2)c2ccccc21
→ 1814	1730
72: Cn1nc2c(c1C(=O)N1CCCC(C(=O)c3cc(F)ccc3F)C1)CCCC2 (stereo not drawn)
→ 1690	1767
73: CCC(c1nnnn1C1CCCC1)N1CCN(c2cccc(OC)c2)CC1 (stereo not drawn)
→ 1982	1560
74: Cc1c(CC(Cl)(Cl)Cl)c2c(n1O)CC(C)(C)CC2=O
→ 1936	1462
75: CN(C)c1ccc(/C=N/NC(=O)CNC(=O)c2ccco2)cc1
→ 1927	1780

Along the list, quoted from above:
SRC1 TRFRET art for entries 63 to 74, in order: 2088, 1963, 1826, 1620, 1980, 2065, 1704, 1792, 1814, 1690, 1982, 1936

Next part
The line under a structure holds: SRC1 TRFRET art	SRC3 TRFRET art
76: CC(C)CC1CCCCC1OC(=O)CN1CCCCC1 (stereo not drawn)
→ 1903	1328
77: Cc1ccccc1CN(C)CC(=O)NC(C)CCc1ccccc1 (stereo not drawn)
→ 1842	1510
78: COCCCNC(=S)NCCCNc1nc2cc(C)cc(C)c2cc1C#N
→ 1836	1314
79: Cn1c(=O)[nH]c(NC2CCCCC2)c(N=O)c1=O
→ 1866	1490
80: CC(/C=C/c1cccc([N+](=O)[O-])c1)=N\NC(=O)c1ccncc1
→ 1695	1663
81: CC1SCC(=O)N(CC(=O)NC2CCCCC2)C1=O (stereo not drawn)
→ 1640	1779
82: COc1ccc(N2C(=O)S[C@@H]3CS(=O)(=O)C[C@@H]32)cc1
→ 1892	1560
83: CCOc1ccc(-c2cc(C(=O)NN3CCN(C)CC3)c3cc(Cl)ccc3n2)cc1
→ 1913	1490
84: O=C(NCc1ccccc1)C(=O)NCC1OCCN1C(=O)c1cccs1 (stereo not drawn)
→ 1520	1491
85: CCOC(=O)c1cc(-c2cccnc2)nn1-c1ccccc1
→ 1881	1567
86: CN(C)CCCN=c1cc(-c2ccccc2)oc2ccc(Cl)cc12
→ 1653	1337
87: CN1CCN(c2ccc(Cl)cc2NC(=O)/C=C/c2cccc(F)c2)CC1
→ 1738	1609
88: C=CCOc1ccc(C=Nc2ccc(C)c(Cl)c2)c(O)c1
→ 1496	1549
89: COCCCN(CC(=O)O)S(=O)(=O)c1ccccc1
→ 1674	1489
90: CCOc1cccc2cc(C(=O)Nc3ccccc3-c3ccccc3)c(=O)oc12
→ 1745	1345

Single values from the list.
Under SRC1 TRFRET art, compound 4 is entered as 1843
Under SRC1 TRFRET art, compound 52 is entered as 1985
Under SRC1 TRFRET art, compound 19 is entered as 1340
Under SRC3 TRFRET art, compound 77 is entered as 1510

The list goes on:
The line under a structure holds: SRC1 TRFRET art	SRC3 TRFRET art
91: COc1ccc(S(=O)(=O)NCC2CCCN(C(=O)CNC(C)=O)C2)cc1 (stereo not drawn)
→ 1550	1378
92: C#CCOC(=O)CCCC(=O)NCCCCCCCC
→ 1931	1701
93: O=C(c1ccc2c(c1)OCO2)C1CCCN(C(=O)Nc2ccc(F)cc2F)C1 (stereo not drawn)
→ 1553	1449
94: CCOC(=O)C(NCCc1ccc(F)cc1)(NC(=O)CC)C(F)(F)F (stereo not drawn)
→ 1986	1595
95: Cc1c(Cl)cccc1N(CC(=O)N1CCCCCC1)S(C)(=O)=O
→ 1832	1446
96: CC(NC(=O)Cc1ccsc1)c1ccc(S(N)(=O)=O)cc1 (stereo not drawn)
→ 1962	1840
97: O=C(N/N=C/c1cccs1)C(=O)Nc1cccc(Cl)c1
→ 1671	1472
98: O=C(CSc1ncnc2scc(-c3ccc(F)cc3)c12)c1ccc2c(c1)OCCO2
→ 1980	1839
99: CC(=O)N1N=C(c2cccc(Br)c2)OC12CCCC2
→ 1795	1780
100: COc1ccccc1NC(=O)CCSc1nnc(-c2ccco2)o1
→ 1735	1476
101: COCCn1c(=N)c(C(=O)NCc2ccco2)cc2c(=O)n3ccccc3nc21
→ 1565	1497
102: CCCCNC(=O)CSc1nc2cc3c(cc2c(=O)n1CCC(=O)NCCc1ccc(OC)c(OC)c1)OCO3
→ 1565	1699
103: CCn1cc(CNCc2ccc(OCC(O)CN(C)Cc3ccccc3)cc2)cn1 (stereo not drawn)
→ 1539	1436
104: O=C(O)c1cccc(NC(=S)NC(=O)c2ccncc2)c1
→ 1846	1651
105: CCC(=O)NS(=O)(=O)c1ccc(N=NN2CCCCC2)cc1
→ 1959	1736

A draw from above in order of SMILES length, largest number first.
The line under a structure holds: SRC1 TRFRET art	SRC3 TRFRET art
102: CCCCNC(=O)CSc1nc2cc3c(cc2c(=O)n1CCC(=O)NCCc1ccc(OC)c(OC)c1)OCO3
→ 1565	1699
105: CCC(=O)NS(=O)(=O)c1ccc(N=NN2CCCCC2)cc1
→ 1959	1736
99: CC(=O)N1N=C(c2cccc(Br)c2)OC12CCCC2
→ 1795	1780

Next entries:
The line under a structure holds: SRC1 TRFRET art	SRC3 TRFRET art
106: CCN(CC)S(=O)(=O)c1cccc(NC(=O)COc2ccc(C#N)cc2OC)c1
→ 1805	1515
107: C=CCNc1cnn(-c2ccc(C)cc2)c(=O)c1Sc1ccc(C)cc1
→ 2032	1806
108: Cc1cccc(NC(=O)C(=O)NCc2ccc3c(c2)OCO3)c1C
→ 1800	1541
109: CCOc1nc(C)cc(COC)c1C(N)=O
→ 1488	1716
110: O=C(O)C1C2CCC(C2)C1C(=O)NCCC1=CCCCC1 (stereo not drawn)
→ 1973	1743
111: Cc1ccc(-n2ncc3c(=O)[nH]c(SCC(=O)N4CCC(C)CC4)nc32)cc1C
→ 1950	1581
112: CC(C)(CO)CNC(=O)c1ccc(OC2CCN(C(=O)C3CC3)CC2)cc1
→ 1578	1593

Bioassay records as filed in PubChem BioAssay.

This is a subset, so the mix of outcomes need not match the whole.
